Screens from PubChem.
Growth percent in the NCI-60 one-dose screen (48 h, 10 µM unless noted): 100 = growth as untreated, 0 = no growth, -100 = all killed.
A549/ATCC: A549/ATCC NSCLC | actives 3.7% (n = 81,000) | AID 1794740
EKVX: EKVX NSCLC; actives 3% (n = 71,000); AID 1794765
SK-MEL-2: SK-MEL-2 melanoma. actives 4.7% (n = 77,000)
M14: M14 melanoma; actives 6.2% (n = 80,000)
UACC-62: UACC-62 melanoma; AID 1794756; actives 5.4% (n = 81,000)
UACC-257: UACC-257 melanoma. actives 4.4% (n = 78,000)
SK-MEL-5: SK-MEL-5 melanoma | actives 6.4% (n = 80,000)
MALME-3M: MALME-3M melanoma; actives 5.8% (n = 78,000); AID 1794766
An asterisk follows results filed as active; x = no result given; & = joins results of further samples. The calls were made as follows: active = growth percent below 10; inactive = the rest. Compounds as they come; 9.8% or so of the library scored in one or more.

1. CCN(CC)CCOc1ccccc1C
2. O=C1CC(c2ccccc2)=NO1
3. Cn1cnc2c(ncn2C)c1=N
4. O=C1NC(=S)NC(=O)C1=Cc1ccc(OCC(=O)N2CCOCC2)cc1
5. NC(=S)N/N=C\c1cccc(/C=N/NC(N)=S)n1
6. C=CCn1c(SC/C(=N\O)c2ccccc2)nnc1-c1ccc(OC)c(OC)c1
7. CCOC(=O)c1cnc2c(-c3cccc(Br)c3)cnn2c1
8. CC1(C)CCc2cc(-c3ccn(S(=O)(=O)c4ccc(Cl)cc4)n3)ccc2O1

assay / entry	1	2	3	4	5	6	7	8
A549/ATCC	99	99	113	96	92	98	104	67
EKVX	112	104	107	97	93	101	72	54
SK-MEL-2	101	102	124	104	105	100	102	92
M14	99	99	96	107	94	123	93	80
UACC-62	101	96	116	105	x	100	75	75
UACC-257	106	103	118	108	107	102	99	65
SK-MEL-5	102	101	104	100	88	101	94	47
MALME-3M	105	123	107	102	83	93	97	x

9. O=C(O)c1ccc(N2C(=O)C=CC2=O)cc1O
10. CC/C(=C(/c1ccc(OCCN(C)C)cc1)c1ccc(OC(=O)CCC(=O)c2c(C)[nH]c(/C=C3\N=C(c4ccc[nH]4)C=C3OC)c2C)cc1)c1ccccc1
11. O=C(c1ccccc1)N1CCCCC1
12. CC1CN(CC(O)c2ccc(Br)cc2)CCO1 (stereo unspecified)
13. Cc1ccc(C(N)=O)cn1
14. COc1ccc(/C=C2/C(=O)N(/C=C3\C(=O)Oc4ccccc4C3=O)C(=NC(C)=O)N2C)cc1OC
15. O=C(O)CCc1ccc(NC(=O)CN(CCO)CCO)cc1
16. CC(=O)Nc1c(O)c2ccccc2c2ccccc12

assay / entry	9	10	11	12	13	14	15	16
A549/ATCC	97	11	85&101	102	100	107	95	106
EKVX	90	x	101&108	120	113	104	94	93
SK-MEL-2	116	-11*	100&94	103	113	116	118	91
M14	100	-67*	107&106	104	100	103	104	105
UACC-62	104	-14*	91	108	100	101	108	95
UACC-257	103	45	99	105	106	105	98	108
SK-MEL-5	114	2.4*	105&105	108	101	101	107	100
MALME-3M	106	-10.0*	101&102	116	103	112	105	122

Laid out differently: entries from further up
# | Structure | A549/ATCC | EKVX | SK-MEL-2 | M14 | UACC-62 | UACC-257 | SK-MEL-5 | MALME-3M
3 | Cn1cnc2c(ncn2C)c1=N | 113 | 107 | 124 | 96 | 116 | 118 | 104 | 107
4 | O=C1NC(=S)NC(=O)C1=Cc1ccc(OCC(=O)N2CCOCC2)cc1 | 96 | 97 | 104 | 107 | 105 | 108 | 100 | 102
5 | NC(=S)N/N=C\c1cccc(/C=N/NC(N)=S)n1 | 92 | 93 | 105 | 94 | x | 107 | 88 | 83
6 | C=CCn1c(SC/C(=N\O)c2ccccc2)nnc1-c1ccc(OC)c(OC)c1 | 98 | 101 | 100 | 123 | 100 | 102 | 101 | 93
7 | CCOC(=O)c1cnc2c(-c3cccc(Br)c3)cnn2c1 | 104 | 72 | 102 | 93 | 75 | 99 | 94 | 97
8 | CC1(C)CCc2cc(-c3ccn(S(=O)(=O)c4ccc(Cl)cc4)n3)ccc2O1 | 67 | 54 | 92 | 80 | 75 | 65 | 47 | x
9 | O=C(O)c1ccc(N2C(=O)C=CC2=O)cc1O | 97 | 90 | 116 | 100 | 104 | 103 | 114 | 106
10 | CC/C(=C(/c1ccc(OCCN(C)C)cc1)c1ccc(OC(=O)CCC(=O)c2c(C)[nH]c(/C=C3\N=C(c4ccc[nH]4)C=C3OC)c2C)cc1)c1ccccc1 | 11 | x | -11* | -67* | -14* | 45 | 2.4* | -10.0*
11 | O=C(c1ccccc1)N1CCCCC1 | 85&101 | 101&108 | 100&94 | 107&106 | 91 | 99 | 105&105 | 101&102
12 | CC1CN(CC(O)c2ccc(Br)cc2)CCO1 (stereo unspecified) | 102 | 120 | 103 | 104 | 108 | 105 | 108 | 116
13 | Cc1ccc(C(N)=O)cn1 | 100 | 113 | 113 | 100 | 100 | 106 | 101 | 103
14 | COc1ccc(/C=C2/C(=O)N(/C=C3\C(=O)Oc4ccccc4C3=O)C(=NC(C)=O)N2C)cc1OC | 107 | 104 | 116 | 103 | 101 | 105 | 101 | 112
15 | O=C(O)CCc1ccc(NC(=O)CN(CCO)CCO)cc1 | 95 | 94 | 118 | 104 | 108 | 98 | 107 | 105

Carrying on:
17. N=C(N)N=Nc1cc(O)c(NN=C(N)N)cc1O
18. CCCCCN(c1ccc(C(=O)OCC)cc1)S(=O)(=O)c1ccc(C)cc1
19. CCNc1nc(C(F)(F)F)nc2c1sc(=S)n2-c1ccccc1
20. COC(=O)c1ccc(-n2cc(CCCOS(=O)(=O)c3ccc(I)cc3)nn2)cc1
21. CCOC(=O)c1c(C)nc2c(c1N)C(=O)C(=O)N2Cc1ccc(OC)cc1
22. COc1cc(C2=CC(c3ccc(C)cc3Br)N3C(C)=CSC3=N2)cc(OC)c1OC (stereo unspecified)
23. CC[C@@H](C)/C=C(C)/C=C/C(=O)c1c(O)c(-c2ccc(OC(=O)[C@@]34CC[C@@](C)(C(=O)O3)C4(C)C)cc2)c[nH]c1=O
24. Cn1ccnc1C(=O)/C=C/c1ccc(CC(=O)Nc2ccc(Cl)cc2)cc1

assay / entry	17	18	19	20	21	22	23	24
A549/ATCC	96	93	74	98	88	93	98	6.0*
EKVX	99	x	86	100	91	x	99	41
SK-MEL-2	103	103	88	104	113	108	83	90
M14	104	92	108	101	69	95	100	68
UACC-62	112	73	94	92	53	103	94	35
UACC-257	93	89	x	100	76	97	98	86
SK-MEL-5	121	94	88	104	81	101	102	33
MALME-3M	113	92	144	100	59	94	x	88

25. Nc1ccc(Nc2ccncc2)cc1
26. O=Nc1c(-c2ccccc2)n(O)[n+]([O-])c1-c1ccccc1
27. C=CCSC(=S)OCc1ccccc1
28. CC(C)(C)c1cc(/C=N/NC(=O)c2ccccc2NC(=O)c2ccco2)c(O)c(C(C)(C)C)c1
29. O=C(CCNC(=O)c1ccc2c(c1)/C(=C/c1ccc[nH]1)C(=O)N2)NO
30. Cc1ccc(C2=C/C(=C/c3ccccc3)C(=O)N2CCc2ccc(S(N)(=O)=O)cc2)cc1
31. N#CC1=C(c2c[nH]c3ccccc23)Nc2nc(N)[nH]c(=O)c2C1c1ccc2c(c1)OCO2 (stereo unspecified)
32. O=C(C[n+]1ccccc1)c1ccc(Br)cc1

assay / entry	25	26	27	28	29	30	31	32
A549/ATCC	107	100	97	x	106	100	104	102
EKVX	x	x	99	40	x	99	x	94
SK-MEL-2	99	109	105	52	85	109	117	105
M14	108	100	95	54	95	97	104	99
UACC-62	103	102	98	42	90	78	101	96
UACC-257	106	95	106	x	92	103	106	107
SK-MEL-5	103	101	101	55	94	99	90	104
MALME-3M	102	101	104	73	53	89	96	102

33. N#CC1c2ccccc2-c2ccccc2N1C(=O)c1ccccc1 (stereo unspecified)
34. N#C/C(=C\c1ccc(Cl)cc1)n1nnc2cc(F)c(F)cc21
35. COc1cc2c3c(c1OC)-c1cc4c(cc1CC3OCC2)OCO4 (stereo unspecified)
36. O=C1CCSC(=S)N1CCCCN1C(=O)CCSC1=S
37. C=C(CC(=O)OC)C(=O)OC
38. CCOP(=O)(OCC)/C(=C\N1C(=O)CC(=O)NC1=S)C(=O)OC
39. COc1ccc2[nH]c(=O)cc(-n3nncc3COc3ccc(C=O)cc3)c2c1
40. COc1ccc(C2C3Cc4cc(OC)c(OC)cc4C3=NN2C(=O)Nc2ccc(F)cc2)cc1OC (stereo unspecified)

assay / entry	33	34	35	36	37	38	39	40
A549/ATCC	32	33	90	104	94	100	105	89
EKVX	30	59	x	104	98	99	89	108
SK-MEL-2	73	39	109	98	107	118	107	116
M14	2.1*	11	111	116	104	99	102	113
UACC-62	22	21	90	95	105	99	88	101
UACC-257	76	28	108	93	95	101	110	115
SK-MEL-5	x	8.4*	96	99	96	99	97	77
MALME-3M	84	15	106	100	93	102	98	113

41. CN(C)CCCC1(c2ccc(F)cc2)OCc2cc(-c3cncc4ccccc34)ccc21 (stereo unspecified)
42. CC(C)CCCC(C)[C@H]1CCC2C3CC=C4C[C@@H](O)CC[C@]4(C)C3CC[C@@]21C (stereo partly specified)
43. CCCC(=O)Oc1ccc(C(C)(C)C)cc1
44. Clc1nc(-c2cccnc2)nc2sc3c(c12)CCCCCC3
45. CCc1nc2cc(/C=C/C(=O)NO)ccc2c(=O)n1CCc1ccc(OC)cc1
46. O=C(c1ccccc1)C(O)(CN1CCCCC1)c1ccccc1 (stereo unspecified)
47. COc1cc(/C=N/Nc2ccc([N+](=O)[O-])cc2)cc(OC)c1OC
48. CCOC(=O)C(=Cc1ccc(N(C)C)cc1)C(=O)OCC

assay / entry	41	42	43	44	45	46	47	48
A549/ATCC	47	102	106	95	24	111	x	67
EKVX	76	85	106	x	41	97	x	94
SK-MEL-2	59	118	106	105	47	101	85	89
M14	-56*	109	100	107	16	115	99	96
UACC-62	12	94	102	91	-5.2*	100	94	99
UACC-257	-64*	105	108	93	x	108	x	68
SK-MEL-5	-89*	98	98	97	0.9*	108	92	92
MALME-3M	-85*	108	113	103	x	111	86	104

49. C=C1C(=O)O[C@H]2[C@H]1CC/C(COC(=O)CCSCCC(=O)OC/C1=C/CC[C@@]3(C)O[C@H]3[C@H]3OC(=O)C(=C)[C@@H]3CC1)=C\CC[C@@]1(C)O[C@@H]21
50. COc1ccc(/C=C2/CN(C(=O)c3ccc(C)cc3)C/C(=C\c3ccc(OC)cc3)C2=O)cc1
51. O=S(=O)(NCCNc1nccc(-c2c(-c3ccc(O)cc3)nc3sccn23)n1)c1ccc(F)cc1
52. COc1ccc(/C=C/C(=O)c2cccc(NS(C)(=O)=O)c2)cc1
53. CC1CCC/C(=N/Nc2ccc3ccccc3n2)C1 (stereo unspecified)
54. COc1ccc(CNCCCN2C(=O)c3ccc4c5c(ccc(c35)C2=O)C(=O)N(CCCNCCCCNCCCN)C4=O)c(OC)c1OC
55. CC(=O)C(=O)NCCCCCCCC(=O)Nc1ccccc1
56. CN1CCC(N)=NC1=O

assay / entry	49	50	51	52	53	54	55	56
A549/ATCC	71	88	97	x	95	25	97	97
EKVX	12	x	x	95	82	49	99	89
SK-MEL-2	24	95	105	114	110	-36*	101	98
M14	-12*	69	104	97	82	5.5*	x	95
UACC-62	-67*	86	104	76	87	1.4*	97	94
UACC-257	-14*	98	119	x	98	-83*	98	x
SK-MEL-5	54	89	105	90	88	x	x	93
MALME-3M	-14*	91	107	112	82	-72*	105	105

57. CCOc1ccc(NC(=O)OCC(C)C)cc1
58. COc1ccc(N2COC(=O)c3ccccc32)cc1
59. Cn1cc(/C=C2\SC(=S)N(CCCC(=O)NCCc3ccc(O)cc3)C2=O)c2ccccc21
60. CN(C)CCC/C=N/Nc1ccc(Cl)cc1[N+](=O)[O-]
61. COc1ccc(CNC(=O)C2CCN(c3nc(C(F)(F)F)ccc3C#N)CC2)cc1
62. COc1cc(/C=C/C(=O)N2CCCC2)cc2c1OCO2
63. COc1cccc(/C=C/[C@H]2O[C@@H](C)[C@H](O)[C@@H]2O)c1
64. Cc1ccc(NC(=O)/C(CC(=O)c2c[n+](=O)c3ccccc3n2O)=N\NC(=O)C[n+]2ccccc2)cc1

assay / entry	57	58	59	60	61	62	63	64
A549/ATCC	99	95	67	101	91	99	104	76
EKVX	93	92	77	89	x	99	108	76
SK-MEL-2	112	107	105	109	108	105	99	103
M14	107	102	80	94	102	101	105	103
UACC-62	93	96	95	96	90	93	105	92
UACC-257	111	116	91	94	94	98	110	79
SK-MEL-5	104	102	48	91	88	98	123	82
MALME-3M	110	112	90	x	96	84	116	113

65. CCOC(OCC)c1ccc(OC)cc1
66. CCCCOc1ccc(NC(=O)n2nc(NC(C)=O)c3cc(NC(C)=O)ccc32)cc1
67. Oc1ccc(Nc2ncnc3c2sc2ncccc23)cc1
68. Nc1nonc1-c1nc2ccccc2n1Cc1ccc(F)cc1
69. CC1=NC2=NN3C=C(c4ccccc4)N(N)C3=NN2C(c2ccccc2)=C1
70. C[C@@]1(CO)[C@H](O)CC[C@@]2(C)[C@H]1CC[C@H]1C[C@@H]3C[C@@]12CC[C@@]3(O)COC(=O)CN
71. CCOC(=O)c1cc(OCC)nc(SC)n1
72. CC1CCc2c(sc3nc(SCC(=O)N/N=C/c4cccc(O)c4O)n(-c4ccccc4)c(=O)c23)C1 (stereo unspecified)

assay / entry	65	66	67	68	69	70	71	72
A549/ATCC	111	102	27	39	118	3.4*	93	86
EKVX	135	69	x	x	94	74	103	86
SK-MEL-2	103	95	x	x	104	102	109	x
M14	100	95	-19*	28	x	42	98	84
UACC-62	100	92	3.1*	49	92	26	103	84
UACC-257	111	112	36	75	114	21	97	100
SK-MEL-5	x	101	28	57	102	-44*	106	94
MALME-3M	102	93	61	46	75	77	102	95

73. CCOC(=O)c1c2c(cn1Cc1cccc(OC)c1OC)-c1oncc1CC2
74. N#Cc1ccc(-c2cnc3nonc3n2)cc1
75. CC(=O)c1c(C)cc(C)c(C)c1C
76. CCN(CC)c1ccc(C=O)c(OCc2cn(CC(=O)Nc3ccc(F)cc3F)nn2)c1
77. CC/C(=C/c1ccccc1O)c1ccc2ccccc2[o+]1
78. Cc1ccccc1C1(O)c2ccccc2-c2ccccc21

assay / entry	73	74	75	76	77	78
A549/ATCC	103	105	108	111	100	93
EKVX	105	97	97	112	92	92
SK-MEL-2	106	103	104	111	109	95
M14	108	91	109	112	96	101
UACC-62	103	89	112	97	82	78
UACC-257	115	93	102	108	111	97
SK-MEL-5	98	107	111	97	98	97
MALME-3M	104	119	112	107	99	81
